Screens (PubChem)
LANA DNA inh: inhibitors of KSHV LANA C-terminal domain DNA binding; hit rate 0.078% among 340,000; MBP-C-LANA/FAM-LBS DNA binding, fluorescence polarization; AID 504423; inhibition, % at 9 µM;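 active means highest replicate inhibition at or above 60% at 9 µM, even if other replicates fall short; inactive means all replicates below 60% inhibition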;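 further: 0% = neutral control wells and 100% = 4 µM acridine orange control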
MOR-DOR ag: OPRM1-OPRD1 heterodimerization agonism | P35372+P41143 | cells, luminescence | activation, % at 9.3 µM | hit rate 0.3% among 340,000 | AID 504326; in the data active means activation above about 18%;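 further: 0% = vehicle-treated cells and 100% = reference agonist; values of inactives mirror those of a sister screen read the other way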
OPRM1-OPRD1 inv: inverse agonist of human OPRM1-OPRD1 heterodimerization; P35372+P41143; cell-based MOR-DOR heterodimer luminescence, inverse agonism; inhibition, % at 9.3 µM; hit rate 0.21% among 340,000; in the data active means inhibition above about 22%, passing the limit was not always enough;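 further: 0% = cells with DMSO and 100% = wells without cells with DMSO; values of inactives mirror those of a sister screen read the other way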
V-ATPase pH: alters yeast V-ATPase proton transport. S. cerevisiae, pHLuorin cytosolic pH fluorescence. response, % at 10 µM. hit rate 0.37% among 350,000. AID 504577; in the data active means response mostly above about 7.3%, no sharp cut-off; inactive means mostly below about 5.4%; further: actives read high; inactives centre near 0; some compounds called inactive have numbers as strong as hits; reference of the scale not given here
CAL-PDZ inh HTS: CAL PDZ (human) peptide binding inhibition. purified CAL PDZ, TMR-peptide fluorescence polarization, 1 h. hit rate 0.92% among 300,000. AID 602252. Q9HD26. inhibition, % at 24.9 µM;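 active means mean inhibition of at least 30% with at least half of replicates also reaching 30%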;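 further: 0% = DMSO neutral control and 100% = excess unlabeled competitor peptide PRC23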
HTR5A ag ctr: counter-screen for OPRM1-OPRD1 agonists: human HTR5A agonism; P47898; HTR5A agonist assay, luminescence, cell-based; activation, % at 9.3 µM; hit rate 0.61% among 340,000; in the data active means activation mostly above about 9.5%, no sharp cut-off; inactive means mostly below about 7.6%;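 further: 0% = cells with vehicle only and 100% = reference agonist; strong numbers were not always called active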
Target sequence (P47898 whole entry, looked up): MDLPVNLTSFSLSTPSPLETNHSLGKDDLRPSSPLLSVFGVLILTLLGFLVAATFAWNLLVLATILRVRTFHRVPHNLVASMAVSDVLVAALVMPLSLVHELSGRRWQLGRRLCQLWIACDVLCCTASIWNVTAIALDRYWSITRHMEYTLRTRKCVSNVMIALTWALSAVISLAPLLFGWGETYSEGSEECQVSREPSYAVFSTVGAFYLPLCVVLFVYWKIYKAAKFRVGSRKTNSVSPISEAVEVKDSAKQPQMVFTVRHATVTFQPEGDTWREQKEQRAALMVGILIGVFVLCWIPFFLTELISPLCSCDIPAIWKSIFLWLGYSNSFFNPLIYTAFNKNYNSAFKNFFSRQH
RTF Ca sens inh: cardiac RTF calcium desensitization. IANBD-labeled cardiac RTF, Ca2+ fluorescence. inhibition, % at 7.15 µM. hit rate 0.12% among 340,000;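 active means inhibition above the mean inhibition of all tested compounds plus 3 SD, cut at about 17% in these data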;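 further: assay run at fixed EC70 calcium of 1.6 mM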
Keap1 Nrf2 FP: inhibitors of human Keap1-Nrf2 protein-protein interaction; AID 504523; Q14145; Keap1 Kelch-Nrf2 peptide fluorescence polarization, 1536-well; inhibition, % at 9.4 µM; hit rate 0.15% among 340,000; in the data active means inhibition above about 12%;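 further: human Keap1 Kelch domain with fluorescein labeled Nrf2 9mer peptide probe; 0% = neutral control wells and 100% = peptide positive control; higher means more block of Keap1 binding to Nrf2 peptide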
Target sequence (Q14145 whole entry, looked up, the tested form may be a part): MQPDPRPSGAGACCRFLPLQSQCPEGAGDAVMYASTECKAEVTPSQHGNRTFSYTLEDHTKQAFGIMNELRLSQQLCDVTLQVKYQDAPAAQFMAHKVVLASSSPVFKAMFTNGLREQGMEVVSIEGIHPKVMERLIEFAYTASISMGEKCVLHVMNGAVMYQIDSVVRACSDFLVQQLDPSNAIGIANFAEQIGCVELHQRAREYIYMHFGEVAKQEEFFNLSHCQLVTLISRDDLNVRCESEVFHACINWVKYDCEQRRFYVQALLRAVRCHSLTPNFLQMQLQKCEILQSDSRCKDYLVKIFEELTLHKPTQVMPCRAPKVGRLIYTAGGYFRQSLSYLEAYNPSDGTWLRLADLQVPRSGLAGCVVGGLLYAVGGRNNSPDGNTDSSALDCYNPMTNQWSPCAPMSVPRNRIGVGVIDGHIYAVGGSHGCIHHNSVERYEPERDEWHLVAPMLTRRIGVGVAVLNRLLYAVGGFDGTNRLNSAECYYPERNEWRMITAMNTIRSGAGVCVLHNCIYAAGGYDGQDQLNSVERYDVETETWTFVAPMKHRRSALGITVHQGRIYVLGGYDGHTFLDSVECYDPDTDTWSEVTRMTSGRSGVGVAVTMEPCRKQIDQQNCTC
cardiac RTF act: increases calcium sensitivity of human cardiac regulated thin filaments; P19429+P45379; hit rate 0.24% among 340,000; AID 493008; activation, % at 7.2 µM; IANBD-labeled TnC RTF fluorescence at EC20 calcium; 0% EC20 calcium, 100% full calcium;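 active means activation above the mean over all tested compounds plus 3 SD, cut at about 30% in these data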;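 further: rise in fluorescence read as greater calcium sensitivity of cardiac thin filaments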
HTR5A inv ag: inverse agonist of human HTR5A in OPRM1-OPRD1 counter-screen; HTR5A cell line, luminescence, inverse agonism; hit rate 0.083% among 340,000; P47898; inhibition, % at 9.3 µM; in the data active means inhibition mostly above about 23%, no sharp cut-off; inactive means mostly below about 18%;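 further: 0% = cells with DMSO and 100% = no-cell wells with DMSO; some compounds called inactive have numbers as strong as hits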
Starred values were filed as active, the others as inactive; nt = no result given. Hits appear at their usual frequency; overall some 2.8% were active at least once.

SMILES	LANA DNA inh	MOR-DOR ag	OPRM1-OPRD1 inv	V-ATPase pH	CAL-PDZ inh HTS	HTR5A ag ctr	RTF Ca sens inh	Keap1 Nrf2 FP	cardiac RTF act	HTR5A inv ag
Cc1ccc(CSc2ccc3nnc(-c4cccnc4)n3n2)cc1	-1.0	-2.7	14	5	-1	1	-25	-4	7	19
CC1(C)CC(=O)C=C(NCC2CCCO2)C1 (stereo unspecified)	1.2	1.1	-7	-2	-4	7	-18	5	5	-15
Cc1ccc(S(=O)(=O)N2CCN(C(=O)/C=C/c3ccccc3)CC2)cc1C	2.9	2.7	-14	7	nt	-2	-10	4	-3	5
O=C1CC(C(=O)N2CCN(c3ccc(F)cc3)CC2)CN1CCc1ccccc1 (stereo unspecified)	-1.6	0.6	-4	0	nt	2	-9	-6	0	-6
COc1ccc(N/C=C2/Sc3ccccc3NC2=O)cc1	2.9	11	-75	1	-1	4	8	3	-3	-28
CCN(CC)S(=O)(=O)c1cccc(C(=O)NC(C(=O)NNC(=O)c2ccccc2F)C(C)C)c1 (stereo unspecified)	-0.3	0.2	-1	-2	2	-3	2	-3	4	5
Cc1ccc(/C=N/Nc2nc(C)cc(C)n2)cc1	-6.7	-2.0	10	-5	nt	-3	-3	5	4	11
CC(=C/c1ccccc1)/C=N/NC(=O)CSc1nc(C)cc(C)n1	-0.7	-2.4	11	-2	-3	-4	-3	-2	-1	-1
Cc1ccc(NC(=O)NNC(=O)C2CCN(Cc3ccc(F)cc3Cl)CC2)cc1	0.1	0.1	-1	1	-6	1	-3	0	-5	-3
Cc1c(NC(=O)Nc2cccs2)cccc1[N+](=O)[O-]	2.5	1.2	-6	-1	nt	-3	-2	-1	11	1
CC1CCN(c2cc(N3CCC(C)CC3)c([N+](=O)[O-])cc2/C=C(\C#N)c2nn(-c3ccccc3)c(N)c2C#N)CC1	1.6	-1.6	10	0	3	-3	7	-6	-3	-18
CC(C)CCN(C)C1CCN(S(=O)(=O)c2cccc(C(F)(F)F)c2)CC1	3.4	-3.2	17	-65	1	3	-1	-1	-2	-7
Cc1cccc(C(=O)NNS(=O)(=O)c2ccccc2[N+](=O)[O-])c1	0.0	-0.9	4	9	-3	-5	-9	0	-3	-2
COc1ccc(N=NC2=C(O)CC(C)(C)CC2=O)cc1	-1.9	1.8	-10	-3	-1	3	4	-2	2	-25
c1cnc(Nc2nc(-c3ccc4ccccc4c3)cs2)nc1	0.5	-3.3	15	-3	-4	-2	-1	2	4	20
Cc1nc(NC(=O)CSC2=NCCS2)sc1C(=O)N(C)C	0.4	0.3	-2	-3	-3	-5	-1	-3	2	5
O=C1C2CCCCN2C(=O)N1CCN1CCN(c2ccc([N+](=O)[O-])cc2)CC1 (stereo unspecified)	1.1	-1.8	10	-1	-2	0	-2	-3	3	-2
O=c1[nH]c2ccccc2cc1CN(CC1CCCO1)S(=O)(=O)c1ccc(Cl)cc1 (stereo unspecified)	1.1	-0.9	5	-1	-7	4	6	-2	1	-10
COc1ccc(NC(C)=O)cc1S(=O)(=O)Nc1ccc(OCc2ccccc2)cc1	-1.7	-0.8	5	-1	-5	-2	1	-5	-3	-4
Cc1cccc(C(=O)NCC(=O)OCC(=O)NC2CCCCC2)c1	2.5	-2.0	11	-3	-2	-3	3	-4	-3	10
CCC1(C)Cc2c(sc3c2c(=O)n(C)c2nnc(SCc4ccc5c(c4)OCO5)n32)CO1 (stereo unspecified)	-0.9	-0.2	1	-2	2	2	2	-1	-3	21
CC(=O)Nc1ccc(NS(=O)(=O)c2ccccc2)cc1	0.1	-1.9	9	-1	nt	4	-4	-2	3	-18
Cc1onc(-c2ccccc2)c1C(=O)Nc1nnc(COc2ccc(Cl)cc2)s1	-0.7	5.4	-22	7	-1	-5	-6	-6	6	11
Cc1ccc(N(CC(=O)Nc2cccc(C)c2)S(=O)(=O)c2cccc3nonc23)cc1	0.8	0.9	-5	-3	-1	2	1	-4	2	20
Cc1ccccc1-n1nc(C(=O)O)cc1-c1ccccc1	0.0	-1.1	6	7	-1	4	-3	-9	-2	-17

The list continues:
SMILES	LANA DNA inh	MOR-DOR ag	OPRM1-OPRD1 inv	V-ATPase pH	CAL-PDZ inh HTS	HTR5A ag ctr	RTF Ca sens inh	Keap1 Nrf2 FP	cardiac RTF act	HTR5A inv ag
CCN(CC)C(=O)Cc1cc(C(=O)O)c2ccccc2n1	-1.6	0.8	-4	2	-4	-1	-4	-5	1	15
COc1cc(OC)cc(C(=O)NC(=S)N2CCCCCC2)c1	-0.3	-3.6	16	-3	-3	3	-11	-1	-3	-7
COCCNC(=O)[C@@H]1CSC2c3ccccc3C(=O)N21 (stereo partly specified)	-1.1	-4.6	21	-2	-24	3	-9	-4	8	-11
COc1cc(NC(=O)c2cccc(Cl)c2)c(OC)cc1NC(=O)CN1CCCCC1	-1.0	6.1	-35	-3	-2	0	7	-5	-4	-1
Cn1ncc2c(N)nc(NCCO)nc21	-0.2	-2.2	12	4	4	-1	8	-1	2	5
C#CCn1cc(/C=N/Nc2nc3ccccc3[nH]2)c2ccccc21	-0.8	33*	-226	2	4	-3	1	0	-3	8
O=C(Nc1nc(-c2ccc3c(c2)OCO3)cs1)c1ccncc1	1.2	1.6	-9	4	0	9	-7	7	-3	-22
COc1ccc(Br)cc1CN1CCN(S(=O)(=O)Cc2ccccc2)CC1	1.2	-1.9	10	1	-5	2	-15	0	-3	1
COc1ccc(-n2nnnc2SCC(=O)Nc2cccc(O)c2)cc1	-2.4	-0.5	3	3	-3	0	-5	-9	-1	-2
COc1ccc(N/C=C(\C#N)S(=O)(=O)c2ccc(Cl)cc2)c(OC)c1	-1.8	-4.6	21	-7	-2	-2	-3	-2	-3	6
O=C(NNC(=O)c1cc(-c2ccc(Cl)c(Cl)c2)nc2ccccc12)Nc1ccccc1	1.7	2.8	-14	-1	4	-2	0	1	-2	5
O=C1c2ccccc2C(=O)N1n1cccc1	-0.1	-2.0	10	-4	-2	0	-3	2	0	18
Cc1[nH]c(SCC(=O)c2c(N)n(C)c(=O)n(C)c2=O)nc1Cc1ccccc1	0.6	-1.7	9	-2	-8	-2	1	-6	-3	9
CCOCCCNC(=S)N1C2CCC1CC(NC(=O)NC13CC4CC(CC(C4)C1)C3)C2 (stereo unspecified)	0.8	-0.8	5	1	-1	12	-6	-1	-12	-15
COc1ccc(NC(=O)CSc2ccccn2)cc1	-0.8	-1.9	10	6	nt	4	0	-6	9	-15
CCOC(=O)Cc1cc(-c2ccccc2)nc2ccc3ccccc3c12	0.2	1.7	-10	-2	0	5	4	-7	6	-3
CCCCCCCNC(=O)C1(CC2CC(c3cccc(Br)c3)=NO2)CCN(C(=O)Cc2ccc(F)cc2)CC1 (stereo unspecified)	-2.1	-0.2	1	1	0	0	7	-6	4	9
Cc1csc2nc(O)c(C(=O)NCCCc3ccccc3)c(=O)n12	-0.2	0.5	-3	1	-1	3	1	2	-3	4
COC(=O)C1=C(CSc2nc3ccccc3s2)NC(=O)NC1c1ccc(F)cc1 (stereo unspecified)	2.5	0.0	0	-3	3	4	3	-3	-4	16
O=C(O)c1ccccc1C1=Nc2ccc(O)cc2Oc2cc(O)ccc21	111*	-1.7	9	2	4	5	-159	70*	117*	-12
O=C(O)/C=C\C(=O)Nc1ccccc1C#Cc1ccccc1	-1.8	1.8	-9	-3	nt	5	-3	-4	2	-16
O=S(=O)(Nc1cccnc1Cl)c1ccc2c(c1)OCCO2	-0.2	-2.5	13	-2	-2	2	-40	-3	-2	-12
Cc1cccc(C)c1NC(=O)CN(C)C(=O)COc1cccc2c1OC(C)(C)C2	0.0	-0.6	3	-2	-4	-1	-6	-1	-7	-8
COc1ccc(C(CCc2ccc(C)o2)NC(=O)Nc2ccc(OC)cc2OC)cc1 (stereo unspecified)	-0.4	0.3	-2	1	4	-4	-1	3	-8	-3
O=C(COc1ccccc1F)N1c2ccccc2CCc2ccccc21	-0.3	0.2	-1	-1	-1	2	-2	-2	-2	-6

(further entries)
SMILES	LANA DNA inh	MOR-DOR ag	OPRM1-OPRD1 inv	V-ATPase pH	CAL-PDZ inh HTS	HTR5A ag ctr	RTF Ca sens inh	Keap1 Nrf2 FP	cardiac RTF act	HTR5A inv ag
CC(=O)N1CCc2c(sc(NC(=O)c3cccc(N4C(=O)CCC4=O)c3)c2C(N)=O)C1	-0.3	-0.7	3	2	-2	2	-13	-11	1	6
O=C(NC1CCCCC1)c1cc(-c2ccc(Cl)cc2)on1	0.7	-1.1	7	2	-2	-2	8	1	-5	8
COc1ccccc1NCc1nnc(SCC(=O)N/N=C/c2ccco2)n1-c1ccc(Cl)cc1Cl	-0.5	-0.7	4	8	2	3	-7	-2	9	9
CC(=O)c1nnn(-c2cccc([N+](=O)[O-])c2)c1C	2.5	-1.0	5	3	2	-1	-6	-5	3	2
O=[N+]([O-])c1cccc(CN2CCN(c3ncccn3)CC2)c1	1.1	-1.0	5	1	nt	1	-8	-3	5	4
Clc1ccc(SCCCCN2CCNCC2)cc1	-0.7	0.0	0	-1	-1	-3	-4	-5	-1	9
O=c1c2cc([N+](=O)[O-])ccc2nc2n1CCC2	1.3	0.4	-2	-3	-7	1	-3	2	-4	-4
CCOC(=O)/C=C/C(=O)OCC(=O)Nc1ccc(C)cc1	-0.4	nt	nt	-2	7	nt	nt	-18	nt	nt
CN(C)CCCNC(=S)N1CCN(c2nc(-c3ccccc3)cs2)CC1	6.7	-2.2	11	0	-5	4	8	3	-1	-13
Cn1cnnc1SCC(=O)NCCC1=CCCCC1	0.0	-4.7	20	-7	nt	0	-13	2	0	0
CCCCn1c(=N)n(CC(O)c2ccccc2)c2ccccc21 (stereo unspecified)	-1.8	-2.7	14	6	0	3	5	1	2	-10
O=C(Nc1cccc(Cl)c1)OCc1cnc(Cl)s1	1.1	2.6	-13	2	-3	-3	3	-1	-4	7
Cc1cc(=O)oc2cc(OCC(=O)N3c4ccccc4CC3C)ccc12 (stereo unspecified)	-1.8	-2.1	12	2	-2	-12	-24	0	-2	-9
Cc1ccc(N(C(=O)Cn2nnc3ccccc32)C(C(=O)NCc2ccco2)c2cccnc2)cc1 (stereo unspecified)	2.1	1.4	-6	-2	-4	1	-1	1	2	7
O=S(=O)(NCc1ccc2c(c1)OCO2)c1cccc2nsnc12	9.9	-1.3	7	-5	-7	1	-7	-4	0	-3
CC(=O)N1CCc2cc(S(=O)(=O)NC(CC(C)C)C(=O)N3CCc4ccccc4C3)ccc21 (stereo unspecified)	0.1	0.4	-2	1	1	-6	-3	-1	5	-25
Cc1cc2c(NC(=O)CC(C)(C)CC(=O)O)cccc2nn1	-2.6	0.6	-3	0	nt	-5	-3	3	7	-15
O=C(CN1CCc2ccccc2C1)Nc1ccccc1C(F)(F)F	1.2	1.2	-6	-6	nt	8	-4	1	-1	-3
CN1CCN(S(=O)(=O)c2ccc(NC(=O)c3cccs3)cc2)CC1	1.3	-2.5	14	-2	-1	-3	-5	2	-1	-12
COCCN(C(=O)CSc1nc(-c2ccccc2)cn1N)c1c(N)n(Cc2ccccc2)c(=O)[nH]c1=O	1.3	-2.1	14	1	-5	-1	-12	-5	3	2
O=C1CCN=C(Nc2ccc(F)cc2)N1Cc1ccccc1	1.8	-2.5	15	-4	3	0	7	-5	3	3
